# HEK293 tox = qHTS of GLP-1 Receptor Inverse Agonists: Cytotox Screen; HEK293 cAMP-luciferase reporter cells, luminescence, 24 h; Potency, µM (series often up to 38.3 µM), without a hit: at the highest dose activity change, negative = inhibition, most hits filed as inhibitors; 410,000 compounds, 0.13% hits;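 further: loss of luciferase light is scored as toxicity; potency means the concentration at half of the fitted maximal effect; on the % scale 0 is the no-effect control and ±100 the full control effect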
#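 Quantitative HTS format, 1536 wells, 200 cells/uL seeded. Compounds: 23 nL, 24 h, 37 °C. Detection: luciferase reagent, luminescence at 12 min RT; decreased signal taken as cytotoxic.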
# D3 antag = qHTS of D3 Dopamine Receptor Antagonist: qHTS; D3R cells, DiscoveRx beta-arrestin luminescence, antagonist mode; stronger effect = lower value; 360,000 compounds, 2.5% hits; AID 652054, 2013; max response, negative = inhibition, %; in the data active means max response below about -50%; inconclusive means no clear call, values can overlap the other calls; further: on the % scale 0 is the no-effect control and ±100 the full control effect; mostly tested at two doses, the higher about 12 µM
# Target sequence (P35462 whole entry, looked up): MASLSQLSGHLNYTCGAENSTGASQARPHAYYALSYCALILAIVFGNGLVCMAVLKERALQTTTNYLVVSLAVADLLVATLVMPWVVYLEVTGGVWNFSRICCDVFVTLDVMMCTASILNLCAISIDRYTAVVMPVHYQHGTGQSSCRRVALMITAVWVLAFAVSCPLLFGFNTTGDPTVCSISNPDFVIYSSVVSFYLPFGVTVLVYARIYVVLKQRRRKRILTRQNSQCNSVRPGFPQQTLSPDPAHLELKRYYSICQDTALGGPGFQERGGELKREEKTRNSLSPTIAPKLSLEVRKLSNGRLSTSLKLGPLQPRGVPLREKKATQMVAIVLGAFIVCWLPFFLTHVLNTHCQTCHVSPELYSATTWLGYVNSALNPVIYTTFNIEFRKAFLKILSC
#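 Cells plated overnight at 1500 cells/well, then exposed to library compounds with dopamine controls for 90 minutes at 37 degrees C. DiscoveRx reagent added for 30–60 minutes at room temperature; luminescence read, quantitative HTS format.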
# TDP-43 yeast inh = qHTS of TDP-43 Inhibitors; AID 652104, 2013; 410,000 compounds, 1.8% hits; Potency, µM (series often up to 46.1 µM), without a hit: top-dose growth rescue (activation), usual class: activators; TDP-43 expressing yeast growth rescue, BacTiter-Glo, 24 h; further: potency means the concentration at half of the fitted maximal effect; % of control where 0% means no effect; nearly all actives have a fitted effect of over 50% in size
#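 Yeast cells expressing TDP-43 under galactose induction are exposed to compounds for 24 hr at 30 deg C. BacTiter-Glo luminescence measures growth, so protective compounds score as activators.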
# PTHR1 agonist = qHTS for PTHR1 Agonists: Primary Screen. Parathyroid hormone/parathyroid hormone-related peptide receptor (Homo sapiens), Q03431. HEK293 GP2 PTHR1 cells, GloSensor cAMP luminescence, 1 h. Potency, µM (doses to about 115 µM), without a hit: at the highest dose activation, actives largely listed as activators. 410,000 compounds, 0.075% hits; further: potency means the concentration at half of the fitted maximal effect; nearly all actives have a fitted effect of over 55% in size; some results filed as inactive show a strong effect at the top dose; inactives centre near -15; many of its hits are not listed in these tables
#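 HEK-293-derived GP2 cells expressing PTHR1 and a GloSensor cAMP reporter, 3,000/well, plated overnight, given luciferin plus IBMX (each 0.5 mM as added) for 1 h at 37 °C, then compound for 1 h at 37 °C. Luminescence was read after 15 min at room temperature.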
# GLP-1R inv ag = qHTS of GLP-1 Receptor Inverse Agonists (Inhibition Mode) | Potency, µM (series often up to 38.3 µM), for inactives: at the top dose activity change, negative = inhibition, actives largely listed as inhibitors | 410,000 compounds, 1.6% hits | HEK293 GLP-1R CRE-luciferase, luminescence, 24 h; GLP-1R form is constitutively active; further: potency means the concentration at half of the fitted maximal effect; on the % scale 0 is the no-effect control and ±100 the full control effect; nearly all actives have a fitted effect of over 55% in size
# Target sequence (P43220 whole entry, looked up): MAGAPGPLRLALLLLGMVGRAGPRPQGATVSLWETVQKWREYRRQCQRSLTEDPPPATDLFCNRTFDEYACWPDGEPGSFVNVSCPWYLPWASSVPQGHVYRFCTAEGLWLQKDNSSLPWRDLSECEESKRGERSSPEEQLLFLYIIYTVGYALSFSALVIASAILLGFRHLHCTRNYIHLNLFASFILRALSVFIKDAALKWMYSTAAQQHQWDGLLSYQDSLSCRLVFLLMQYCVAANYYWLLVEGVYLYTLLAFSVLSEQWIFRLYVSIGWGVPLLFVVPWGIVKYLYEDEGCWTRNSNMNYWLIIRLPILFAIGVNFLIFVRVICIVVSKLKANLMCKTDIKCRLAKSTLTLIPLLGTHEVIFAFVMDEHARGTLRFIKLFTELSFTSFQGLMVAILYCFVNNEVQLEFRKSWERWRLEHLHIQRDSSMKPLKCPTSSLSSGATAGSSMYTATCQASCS
#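 Luminescence readout: a drop in cAMP-driven luciferase signal flags inverse agonism at a constitutively active GLP-1R stably expressed in HEK293. Compound exposure lasted 24 hr at 37 deg C, 5% CO2.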
# DRD3 agonist = qHTS of D3 Dopamine Receptor Agonist: qHTS. 410,000 compounds, 0.58% hits. D(3) dopamine receptor (Homo sapiens), P35462. D3R DiscoveRx beta-arrestin cells, luminescence, 90 min. max activation, %. AID 652048, 2013; in the data active means max activation above about 30%; further: 0% is about no effect; mostly tested at two doses, the higher about 12 µM
#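 Agonist-mode cell screen: cells plated at 1500/well and incubated overnight at 37 °C, then exposed to library compounds for 90 min at 37 °C. Detection reagent was added for 30–60 min at room temperature, and luminescence was read.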
# aSyn yeast inh = qHTS of alpha-syn Inhibitors; 370,000 compounds, 0.14% hits; Yeast expressing alpha-synuclein, growth rescue, BacTiter-Glo, 24 h; Potency, µM (titrated, usually from 46.1 µM), inactives show at the top dose growth rescue (activation), most hits filed as activators; AID 652106, 2013; further: potency means the concentration at half of the fitted maximal effect; % of control where 0% means no effect; nearly all actives have a fitted effect of over 65% in size
#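 Screening used galactose-induced yeast with toxic alpha-synuclein levels, exposed to compound for 24 hr at 30 deg C. Cell growth, read with BacTiter-Glo luminescence, gave the measured signal.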
# GLP1R ag = qHTS of GLP-1 Receptor Agonists | Potency, µM (highest dose often 45.6 µM), without a hit: at the highest dose activation, usual class: activators | AID 624172, 2012 | 380,000 compounds, 0.007% hits | HEK293 GLP-1R CRE-luciferase, luminescence, 4-6 h; cells express a hypersensitive GLP-1R form | Glucagon-like peptide 1 receptor (Homo sapiens), P43220; further: potency means the concentration at half of the fitted maximal effect; % of control where 0% means no effect
# KB-V1 cytotox = qHTS assay for MDR1-selective chemotherapeutics: Primary screen using the drug-selected MDR subline cells KB-V1 | KB-V1 MDR cells viability, CellTiter-Glo, 72 h | Potency, µM (titrated, usually from 46.1 µM), for inactives: top-dose activity change, negative = cytotoxicity, actives largely listed as cytotoxic | 400,000 compounds, 3.4% hits; further: potency means the concentration at half of the fitted maximal effect; on the % scale 0 is the no-effect control and ±100 the full control effect; nearly all actives have a fitted effect of over 60% in size
#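 KB-V1, DMEM (no phenol red) + 10% FBS; cpd pin-transferred, titration series; 72 h, 37 degrees C; CellTiter-Glo, luminescence. Data normalized, curve-fit.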
# Active calls of the source: *; i = inactive; ? = inconclusive; / = no result given; & = joins results of further samples; [ ] = remark or other dose. Unless noted, the call rests on the fitted dose curve; in most records, active means well fitted curve in the direction sought with a large enough effect; inconclusive means small, poorly fitted or top-dose-only effect, or another doubt; inactive means no such curve, though single readings can be large; an effect the other way counts as inactive or inconclusive. Not all compounds are listed; the hit share may differ from the screen's.
SMILES,HEK293 tox,D3 antag,TDP-43 yeast inh,PTHR1 agonist,GLP-1R inv ag,DRD3 agonist,aSyn yeast inh,GLP1R ag,KB-V1 cytotox
C=CCc1c(C)nc(C)nc1N/N=C/c1ccc(F)cc1,-23%,?,11%,i,-6%,-4,-7%,-24%,-3%
Cc1ccc(/C=C/c2onc(C)c2S(=O)(=O)N2CCC(C(=O)N3CCCCC3)CC2)cc1,-6%,-2,26%,-22%,?,1,-3%,-1%,-2%
COc1ccc(NC(=O)c2ccccc2CC[N+](=O)[O-])cc1,0%,0,8%,-17%,6%,0,0%,10%,-2%
CC(=O)N1C(=O)/C(=C2\SC(=S)N(c3c(C)n(C)n(-c4ccccc4)c3=O)C2=O)c2ccccc21,10%,15,6%,-11%,-16%,7,1%,-1%,-7%
COC(=O)[C@]12CCCCC=C1N(Cc1ccco1)C(=O)[C@H](CC(=O)NCCCN1CCCC1=O)C2,-7%,9,1%,-3%,18%,0,?,-4%,17%
COc1ccc(C(=O)CSc2nc(C)cc(=O)[nH]2)cc1C,-2%,18,-8%,-18%,20%,0,6%,0%,28%
Cn1ncc(N=Cc2ccc([N+](=O)[O-])cc2)c1C(=O)N1CCOCC1,11%,-15,-19%,i,6%,-1,-1%,-4%,11%
COc1ccc(NS(=O)(=O)c2cccc(C(=O)NCCCN3CCOCC3)c2)cc1,12%,0,19%,-25%,11%,-4,1%,-20%,24%
CC(=O)N1CCc2c(sc3c2c(=O)n(-c2ccccc2)c(=O)n3CC(=O)Nc2cc(C)cc(C)c2)C1,2%,/,20%,-9%,3%,-4,/,/,17%
CCN(CC)S(=O)(=O)c1nnc(NC(=O)c2ccc(Br)cc2)s1,-11%,/,16%,-32%[inhibitor],-3%,-19,/,/,-1%
Cc1ccc(CN2C(=O)CSC2c2cccnc2)cc1 (stereo unspecified),-2%,16,13%,-10%,3%,13,6%,0%,0%
O=S(=O)(N=C(NS(=O)(=O)c1ccc(Cl)cc1)c1ccccc1)c1ccc(Cl)cc1,-7%,-25,11µM*,i,?,-4,-2%,-10%,?
CCCc1cc(=O)oc2cc(OCC(=O)NCc3ccccn3)ccc12,-13%,-7,9%,i,17%,4,5%,-1%,19%
CC(C)OCCCNC(=O)C1CCC(=O)N1C1CCCC1 (stereo unspecified),5%,-9,-12%,i,0%,-4,2%,-3%,8%
Cc1cccc[n+]1CCCCCCCCCC[n+]1ccccc1C,-6%,2,-10%,i,-5%,5,1%,-4%,0%
COc1ccc(CNC(=O)Cc2c(C)c3c(O)cc(C)cc3oc2=O)cc1,5%,/,23%,i,-2%,5,/,/,0%
CCOC(=O)C1(CC2CC2)CCN(C(=O)c2cc(OC)nc3ccccc23)CC1,1%,14,-24%[0.397 µM],-26%,?,12,11%,?,-5%
CCOC(=O)/C=C(\C)N1N=C(c2ccccc2)CC1c1ccccc1 (stereo unspecified),-5%,-11,?,-12%,?,1,-1%,6%,21%
Cn1cc[n+](C)c1COc1ccc(C=O)cc1,5%,-10,-6%,-18%,3%,-3,-5%,-1%,-1%
Cc1ccc(S(=O)(=O)N2CCOCC2)cc1NC(=O)CSc1nnc2n1CCCCC2,-18%,3,9%,-1%,10%,3,-11%,1%,18%

# The final 3 entries of the part before come first, to join the parts.
SMILES,HEK293 tox,D3 antag,TDP-43 yeast inh,PTHR1 agonist,GLP-1R inv ag,DRD3 agonist,aSyn yeast inh,GLP1R ag,KB-V1 cytotox
CCOC(=O)/C=C(\C)N1N=C(c2ccccc2)CC1c1ccccc1 (stereo unspecified),-5%,-11,?,-12%,?,1,-1%,6%,21%
Cn1cc[n+](C)c1COc1ccc(C=O)cc1,5%,-10,-6%,-18%,3%,-3,-5%,-1%,-1%
Cc1ccc(S(=O)(=O)N2CCOCC2)cc1NC(=O)CSc1nnc2n1CCCCC2,-18%,3,9%,-1%,10%,3,-11%,1%,18%
CN(C)C(CNC(=O)c1ccc(S(=O)(=O)NCc2ccco2)cc1)c1ccccc1 (stereo unspecified),-5%[1.53 µM],-25,18%,i,1%,-23,5%,1%,-20%
CN1CCN(C(=O)c2ccc3c(c2)N(Cc2ccc(F)cc2)C(=O)c2ccccc2S3=O)CC1 (stereo unspecified),7%&2%,-12,-1%&1%,-17%,7%&9%,-18&-5,1%,-6%&0%,-19%&0%
c1ccc(-c2ccn3nnnc3n2)cc1,-18%,-16,22%,i,0%,-1,9%,2%,4%
CCCN(CC1CC1)C(=S)Nc1ccc(C(C)=O)cc1,-8%,-11,17%,i,-16%,-1,7%,0%,10%
COc1ccc(C2c3ccc4ccccc4c3Oc3ncn(CCCO)c(=N)c32)cc1OC (stereo unspecified),?,0,-4%,i,?,-3,9%,?,?
CCOC(=O)Cc1csc(SCc2nc3ccccc3c(=O)[nH]2)n1,5%,22,?,i,0%,0,2%,6%,2%
O=C(CSc1nccn1Cc1ccc(Cl)cc1)Nc1ccc2c(c1)OCO2,-6%,/,23%,-25%,-29%,-10,/,/,/
COc1ccc(CN=C2NC(=O)CC(C(=O)Nc3ccc([N+](=O)[O-])cc3C)S2)cc1 (stereo unspecified),?,0,-3%,-25%,5%,-5,-1%,8%,-7%
CC1=NN(C(=O)COc2ccc(C)c(C)c2)C(O)(c2ccc(Cl)cc2)C1 (stereo unspecified),-13%,-17,-10%,-36%[inhibitor],13µM*,0,2%,7%,0%
Cc1ccc(S(=O)(=O)N(C)C)cc1NC(=O)COC(=O)c1ccc2ccccc2n1,5%,5,20%,i,11%,-4,2%,-4%,0%
Cc1c(NC(=O)C2C3C=CC(C3)C2C(=O)O)c(=O)n(-c2ccccc2)n1C (stereo unspecified),7%,?,-27%,i,9%,-3,-6%,-2%,-11%
CCN(C(C)=O)c1nc(CSc2nnc(NC(C)C)s2)cs1,5%,29,13%,i,2%,3,0%,8%,23µM*
CCOC(=O)N1CCN(CC(=O)Nc2cc(OCC)ccc2OCC)CC1,-27%,-11,-16%,i,?,0,-1%,6%,-10%
Cc1ccc(S(=O)(=O)N(CC(=O)N/N=C/c2cccc3c2OCCO3)c2ccccc2F)cc1,-21%,-4,-21%,i,?,-13,-6%,-4%,-10%
C[C@H]1CN([C@@H](C)CO)C(=O)c2cccc(NC(=O)c3cnccn3)c2O[C@@H]1CN(C)C(=O)Nc1ccc2c(c1)OCO2,-29%,6,4%,-34%[inhibitor],4%,0,-6%,0%,-3%
N#Cc1cccc(C2CC(OCCF)=CC(=O)O2)c1 (stereo unspecified),-7%,-27,-7%,-23%,11%,-11,0%,/,-1%
O=C(O)c1ccccc1N(c1ccccc1)c1ccccc1,6%,3,-25%,26%,14%,8,7%,10%,0%
O=C(O)C(Cc1ccccc1[N+](=O)[O-])N1C(=O)c2ccccc2C1=O (stereo unspecified),-6%,1,15%,i,0%,6,14%,-2%,0%
Cc1cccc2cc(CNCc3ccccc3)c(Cl)nc12,3%,-22,9%,i,?,0,5%,16%,-2%
COc1ccc(-c2cc(-c3n[nH]c(=S)n3-c3cc(OC)ccc3OC)[nH]n2)cc1,-4%,0,?,i,126%[activator],-2,-3%,12%,-18%
Cc1cc(C)c(C(=O)COC(=O)c2ccc([N+](=O)[O-])o2)cc1C,6%,-4,?,-6%,18%,3,14%,0%,5%
COc1cc(C(O)c2nc(-c3cc(F)cc(F)c3)cs2)ccc1F (stereo unspecified),-6%,-19,35µM*,-3%,?,3,?,-3%,3%
O=C(NCc1cccnc1)c1cc(-c2ccccc2)on1,7%,?,-18%,-11%[57.5 µM],0%,-28,-8%,-3%,?
COc1ccc(Cn2c(SCc3ccc(C)cc3)nc3cc(OC)c(OC)cc3c2=N)cc1Cl,?,-29,3%,-29%,-13%,-8,-23%,1%,?
COc1ccc(NC(=O)C2C3C=CC4(O3)C2C(=O)N(CCCN2CCCCC2)C4C(=O)NC2CCCC(C)C2C)cc1 (stereo unspecified),-19%,-19,-17%,-6%,?,-17,-1%,8%,-19%
CCCCc1c(O)nc(SCC(=O)c2ccccc2)n(-c2ccccc2C)c1=O,5%,12,-7%,-1%,-22%,-4,13%,-4%,1%
Cc1cc(N2CCOCC2)nc(SCc2ccc(Cl)cc2Cl)n1,26%,0,35µM*,-28%,?,-1,-6%,1%,?
Cc1ccc(NC(=O)CSCC(=O)Nc2cc(Cl)ccc2N2CCOCC2)cc1,-9%,-1,11%,i,?,2,0%,9%,-1%
CCc1ccccc1N1C(=O)CN(S(=O)(=O)CC)CC1(C)C(=O)NC1CCCCC1 (stereo unspecified),0%,/,2%,?,5%,-18,/,/,-23%
CCC(=O)N1CCc2cc(S(=O)(=O)NCCC(=O)Nc3ccc(OC)cc3)ccc21,3%,-6,4%,i,7%,2,8%,10%,6%
COCCn1c(C)cc(O)c(C(c2ccccc2)N2CCCCC2)c1=O (stereo unspecified),2%,/,6%,i,12%,-6,/,-1%,0%
Cc1ccccc1NC(=O)Nc1cccs1,22%&0%,0,1%&16%,-11%,-4%&-7%,0&7,-5%,-10%,?
COCc1nnc(NS(=O)(=O)c2ccccc2)s1,-6%,-25,1%,-24%[57.5 µM],-10%,-1,-7%,-3%,1%
Cc1cc(C)n2nc(SCC(=O)Nc3cccc(C(F)(F)F)c3)nc2n1,-4%,/,?,-16%,4%,-5,-14%,8%,21µM*
CC1=C/C(=C(\c2ccc(O)c(C)c2)c2ccccc2S(=O)(=O)O)C=CC1=O,-9%,-6,-4%,i,2%,-1,-3%,2%,?
